NPY Y2 blocker: antagonists of human neuropeptide Y receptor Y2; P49146; NPY-Y2 expressing cells, antagonist mode; inhibition, % at 2.7 µM; actives 0.99% (n = 140,000); AID 793; in the data active = inhibition above about 17%;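 also: 0% = vehicle with agonist challenge and 100% = reference antagonist with challenge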
Target sequence (P49146 whole entry, looked up): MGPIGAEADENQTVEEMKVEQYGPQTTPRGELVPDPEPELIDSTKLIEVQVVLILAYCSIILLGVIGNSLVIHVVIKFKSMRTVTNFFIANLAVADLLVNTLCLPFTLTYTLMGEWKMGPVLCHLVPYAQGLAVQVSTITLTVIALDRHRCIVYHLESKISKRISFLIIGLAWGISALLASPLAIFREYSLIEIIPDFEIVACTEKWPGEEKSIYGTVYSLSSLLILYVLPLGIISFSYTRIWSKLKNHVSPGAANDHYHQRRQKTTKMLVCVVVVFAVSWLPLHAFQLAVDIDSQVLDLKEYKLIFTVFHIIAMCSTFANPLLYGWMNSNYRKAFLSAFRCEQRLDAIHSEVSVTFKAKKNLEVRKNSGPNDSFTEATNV
Yeast growth inh: yeast BB579 growth reduction in restrictive medium | actives 0.51% (n = 140,000) | inhibition, % at 10 µM | S. cerevisiae BB579 growth, OD615, 48 h;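 active = inhibition above a set limit, 3 SD over the mean compound inhibition, cut at about 44% in these data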; also: inactives centre near -24
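System: DeaD yeast strain BB579; buffer or medium: CSMM-D dextrose restrictive medium; technique: OD at 615 nm; schedule: 4 h cell preincubation, 48 h compound exposure, 30 °C humidified; doses: single 10 µM dose; controls: amphotericin B 10 µg/mL, positive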
Yeast lifespan up: extends the lifespan of yeast; S. cerevisiae growth with nicotinamide, OD615; deaD strain in restrictive glucose medium; inhibition of the nicotinamide effect, % at 10 µM; actives 0.68% (n = 130,000); AID 775;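 active = inhibition above a set limit, placed 3 SD over the median of all compounds, cut at about 26% in these data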;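 also: 0% = nicotinamide-treated wells and 100% = cells grown without nicotinamide; some compounds called inactive have numbers as strong as hits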
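System: DeaD-strain S. cerevisiae / Buffer or medium: CSMM-D, restrictive glucose (dextrose) synthetic minimal medium / Probe or stimulus: nicotinamide, 1.5 mM, co-present with compound / Compound: one concentration, 10 µM, DMSO 0.25% / Incubation: 48 h compound exposure at 30 °C, humidified / Technique: optical density (absorbance) at 615 nm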
E-sel TNF inh: TNF alpha driven E-selectin expression inhibition. HUVEC TNFa-induced E-selectin immunofluorescence, high content. inhibition, % at 2 µM. actives 0.71% (n = 120,000). AID 1246;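 active = inhibition above the batch mean plus 3 SD, and confirmed as a hit on visual image review, cut at about 43% in these data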;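 also: 0% = TNF-stimulated DMSO wells and 100% = unstimulated control wells; not every result past the cut was called active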
GALR2 antag: blocks the human galanin receptor 2; O43603; GALR2-expressing cells, antagonist mode; inhibition, % at 4 µM; actives 0.39% (n = 140,000); AID 828; in the data active = inhibition above about 27%;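 also: cells stimulated with galanin 1-16 at roughly its EC80; 0% = agonist challenge control and 100% = basal control without agonist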
Target sequence (O43603 whole entry, looked up): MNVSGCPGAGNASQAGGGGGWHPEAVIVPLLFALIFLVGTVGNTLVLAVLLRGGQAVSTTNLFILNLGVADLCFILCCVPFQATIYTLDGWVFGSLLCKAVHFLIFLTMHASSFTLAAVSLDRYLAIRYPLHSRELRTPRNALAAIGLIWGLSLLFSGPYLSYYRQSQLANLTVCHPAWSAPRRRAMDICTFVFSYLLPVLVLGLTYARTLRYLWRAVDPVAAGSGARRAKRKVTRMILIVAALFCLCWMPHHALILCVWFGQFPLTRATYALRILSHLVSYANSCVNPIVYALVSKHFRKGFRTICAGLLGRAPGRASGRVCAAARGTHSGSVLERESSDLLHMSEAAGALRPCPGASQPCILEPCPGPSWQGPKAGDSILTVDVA
HCT116 PTEN-null: PTEN-deleted cell growth suppression; HCT116 PTEN-null viability, CellTiter-Glo, 60 h; stronger effect = lower value; viability, % at 10 µM; actives 1.2% (n = 140,000); AID 827;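 active = viability at or below a set limit, 4 SD under the median of all tested compounds, cut at about 3.7% in these data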;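 also: PTEN knockout HCT116 line with beta catenin targeted HCT116 as companion control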
bCat KO growth: beta-catenin-lacking colon tumor cell growth suppression. actives 1.5% (n = 140,000). viability, % at 10 µM. AID 818. HCT116 beta-catenin knockout viability, CellTiter-Glo, 60 h; stronger effect = lower value;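 active = viability at or under a set limit, the compound median less 4 SD, cut at about 6% in these data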;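 also: 0% = Hyamine 1622 control at 20 µM and 100% = untreated cell control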
Phagocyt inh: inhibitors of macrophage phagocytosis | AID 1029 | actives 0.07% (n = 110,000) | inhibition, % at 5 µM | J774A.1 macrophage IgG-bead phagocytosis, imaging;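 active = inhibition above the mean of the plate negative controls plus 5 SD, cut at about 13% in these data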;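 also: phagocytic index as fraction of beads internalized from green versus red external bead signal; plate controls were DMSO negative control for no effect and cytochalasin-D positive control for full effect; some results beyond the cut were filed as inactive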
Measles CPE: protection of cells from measles virus | protection (pct of control), % at 4 µM | actives 1.5% (n = 140,000) | Measles virus-infected cells, CPE protection, absorbance; in the data active = protection mostly above about 24%, no sharp cut-off; inactive = mostly below about 26%; also: some compounds called inactive have numbers as strong as hits
MRP1 act: activates MRP-1; H69AR cells + doxorubicin, viability rescue, CellTiter-Glo; viability increase, % at 10 µM; actives 0.61% (n = 140,000);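 active = viability gain under doxorubicin at or above a set limit, the compound median plus 3 SD, cut at about 4.7% in these data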;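 also: MRP-1 overexpressing cells given doxorubicin 25 µM after compound pretreatment; 18-22 h compound pretreatment then 72 h with doxorubicin before readout; 0% = doxorubicin-only wells and 100% = vehicle-treated cells without doxorubicin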
* marks the source's active call; other numbers are inactive results; / = no result given.

SMILES | NPY Y2 blocker | Yeast growth inh | Yeast lifespan up | E-sel TNF inh | GALR2 antag | HCT116 PTEN-null | bCat KO growth | Phagocyt inh | Measles CPE | MRP1 act
Cc1ccc(NC(=O)c2nnn(-c3cc(C)cc(C)c3)c2N)cc1 | 0 | -36 | -26 | -13 | 15 | 75 | 87 | 1 | 4 | 1.2
Cc1cc(C(=O)NCc2cccs2)cs1 | 0 | -30 | -8 | -11 | -10 | 108 | 103 | / | 29 | -0.7
COc1ccc(C(=O)Nc2nnc(C(F)(F)F)s2)cc1 | 1 | -18 | -6 | -15 | -6 | 81 | 88 | 0 | 5 | 1.4
CCCC(c1nnnn1C(C)(C)CC)N(Cc1ccco1)Cc1cc2ccc(OC)cc2[nH]c1=O (centres undefined) | -1 | -58 | -3 | -18 | 3 | 46 | 44 | 0 | 31 | -2.0
Fc1cc2ncn(Cc3ccccc3)c2cc1F | -1 | -41 | -17 | -4 | 1 | 93 | 84 | -1 | 24 | -2.8
O=S(=O)(CCN(CCS(=O)(=O)C(F)(F)F)CC1CCCO1)C(F)(F)F (centres undefined) | 0 | -32 | 12 | / | -5 | 1.5* | 1.6* | 0 | 0 | -3.0
OCCN(CCO)c1ncnc2c1sc1nc(N3CCOCC3)c3c(c12)CCCC3 | -1 | -47 | -30 | 2 | 2 | 69 | 67 | -1 | 22 | -5.0
Cn1cc(CCC(=O)NCc2ccc3c(c2)OCO3)c2ccccc21 | 5 | -61 | -9 | -18 | -5 | 94 | 101 | 0 | 10 | -0.9
CCOC(=O)c1cn(CC)c2cc(N3CCSCC3)c(F)cc2c1=O | -1 | -3 | -8 | -1 | -7 | 102 | 93 | 8 | 3 | -3.1
Cc1ccc(-c2csc3ncnc(N4CCN(C(=O)c5ccccc5)CC4)c23)cc1 | 10 | -63 | 29 | 7 | -31 | 34 | 31 | / | 2 | -5.8
CCC(=O)N1CCN(c2ccccc2NC(=O)c2ccc(-c3cccc([N+](=O)[O-])c3)o2)CC1 | 3 | -29 | -3 | / | 5 | 88 | 88 | -4 | 5 | -1.4
Cc1ccccc1CSc1nnc(-c2cccs2)n1Cc1ccco1 | 24* | -74 | 8 | 9 | 10 | 62 | 70 | / | 8 | -3.2

Quoted from the listing.
Measles CPE with Cc1ccccc1CSc1nnc(-c2cccs2)n1Cc1ccco1 reads 8
E-sel TNF inh with CCOC(=O)c1cn(CC)c2cc(N3CCSCC3)c(F)cc2c1=O reads -1

Later entries.
SMILES | NPY Y2 blocker | Yeast growth inh | Yeast lifespan up | E-sel TNF inh | GALR2 antag | HCT116 PTEN-null | bCat KO growth | Phagocyt inh | Measles CPE | MRP1 act
Cc1ccc2c(Cl)cc(Cl)c(OCC(=O)NC(=O)NCc3ccco3)c2n1 | 1 | -47 | -10 | -18 | -6 | 87 | 86 | 0 | 9 | -1.4
O=C(NCc1ccccc1)c1cccc(COc2ccc(Cl)cc2)c1 | 7 | 7 | -12 | -22 | 6 | 87 | 91 | 0 | 7 | -1.3
N#Cc1cnc(SCC(=O)c2ccccc2)nc1N | 4 | -27 | -21 | 12 | -13 | 118 | 101 | 0 | 8 | 0.6
COc1ccc(Cn2cccc(NC(=O)Nc3cccc(C#N)c3)c2=O)cc1 | -1 | -49 | -18 | 5 | 9 | 83 | 80 | / | 6 | 0.3
Clc1cccc(-c2ccnc3nc(-n4cccc4)nn23)c1 | 4 | -31 | -9 | -26 | 0 | 82 | 73 | 3 | 33 | -5.2
CN(c1ccc(C(=O)Nc2ccccc2C(F)(F)F)cc1)S(C)(=O)=O | 3 | 26 | -3 | -11 | 3 | 91 | 97 | 54* | 19 | -1.2
Cc1ccc(NC(=O)c2ccc(NCCN)c([N+](=O)[O-])c2)cc1 | 1 | -17 | -3 | / | -8 | 81 | 84 | -7 | 4 | -2.3
CC1(C)CC(=O)C2=C(C1)c1c(ccc3ccccc13)NC2c1ccco1 (centres undefined) | 3 | -8 | -9 | 1 | 2 | 65 | 60 | 0 | 6 | -0.8
COc1ccc(OC)c(NC(=O)CCCN2C(=S)NC(C)(C)CC2C)c1 (centres undefined) | 1 | -4 | -4 | -14 | -5 | 105 | 89 | -6 | 14 | -1.8
COc1ccc(NC(=O)c2c(NC(=O)CNCc3ccco3)sc3c2CCC3)c(OC)c1 | -3 | -1 | -6 | -20 | 2 | 80 | 94 | -1 | 1 | -0.8
COc1ccc(-c2csc(Nc3cccnc3)n2)cc1 | -8 | -19 | -15 | 2 | 12 | 89 | 90 | 1 | 24 | 0.2
C=CCc1ccc(OCCOc2ccc(/C=N/n3cnnc3)cc2OCC)c(OC)c1 | 0 | -25 | -10 | / | -14 | 102 | 90 | -2 | 21 | -0.7
COc1ccc(CNC(=O)C(c2ccncc2)N(C(=O)Cc2cccs2)c2ccccc2C)cc1 (centres undefined) | 2 | -45 | -4 | -21 | -3 | 95 | 88 | -1 | 19 | -0.6
CS(=O)(=O)N1CCN(C/C=C/c2ccccc2)CC1 | 7 | -23 | -5 | 12 | 3 | 102 | 102 | 0 | 13 | 0.3
COc1cccc(-n2c(SCC(=O)Nc3nccs3)nnc2-c2ccoc2C)c1 | 3 | -19 | / | 10 | -16 | 94 | 86 | / | 8 | -0.8
CSCCOC(=O)C1=C(C)NC(=O)CC1c1ccccc1Cl (centres undefined) | 1 | 5 | -10 | 6 | 5 | 86 | 83 | 0 | 5 | -3.4
O=C(c1ccco1)N1N=C(c2cccs2)CC1c1ccc(F)cc1 (centres undefined) | 6 | -7 | -5 | -10 | -19 | 65 | 74 | 0 | 12 | -2.1
COC(=O)c1ccc(-n2cnc(Cl)n2)c(F)c1 | 5 | -14 | -28 | -6 | 2 | 93 | 89 | / | 4 | 1.6
CCCCC(=O)Nc1ccc2c(c1)nc(CCN1CCOCC1)n2C | -3 | -37 | -13 | -12 | -2 | 88 | 86 | -1 | 17 | -5.5
Oc1ccc(CNc2ccccc2)c2cccnc12 | 3 | -15 | -28 | 15 | -2 | 5 | 7 | / | 5 | -5.2
c1ccc2c(c1)N1CCN=C1N2CCN1CCCCC1 | 5 | -9 | -1 | / | -5 | 88 | 84 | 2 | 15 | -3.4
CC1(C)CC(=O)c2c(nn(-c3ccccc3)c2N)C1 | 1 | -35 | -3 | / | -8 | 113 | 97 | 4 | 13 | 0.3
CCOc1cc(/C=N/NC(=O)c2cccs2)ccc1OC(=O)N1CCOCC1 | 1 | -27 | 1 | 7 | 18 | 90 | 94 | -1 | 2 | -2.0
O=C(Nc1cnn(Cc2c(Cl)cccc2Cl)c1)C(c1ccccc1)c1ccccc1 | -1 | -63 | -5 | -21 | 11 | 87 | 86 | -1 | 6 | 1.9
O=C(O)CCCn1nc(C(F)(F)F)c2c1CCCCC2 | 13 | -20 | 5 | / | 6 | 93 | 91 | 0 | 4 | -0.7
CC12CCC(c3n[nH]c(=S)nc31)C2(C)C (centres undefined) | -2 | 3 | -3 | 42 | 1 | 92 | 98 | -2 | 5 | -1.1
Cc1sc(NC(=O)c2ccccc2)c(C#N)c1-c1ccccc1 | 1 | -16 | 1 | / | 4 | 81 | 81 | -3 | 8 | -0.7
CC(=O)NC(Cc1ccccc1F)C(=O)NC1CCN(C(=O)c2cnccn2)CC1 (centres undefined) | 2 | -8 | 1 | 6 | 8 | 116 | 100 | -1 | 10 | 0.3
CCCn1nc(C(=O)Nc2cccc(C(=O)OC)c2)c2ccccc2c1=O | 11 | -28 | -19 | -35 | 4 | 81 | 81 | 0 | 9 | -0.6
CCC(CC)C(=O)Nc1cc(C)cc(C)c1 | 1 | -47 | -5 | -20 | 5 | 103 | 93 | 0 | 13 | -3.1
CCOC(=O)C(C(=O)Nc1ccccn1)C1CCCCC1 (centres undefined) | 3 | -17 | -6 | -21 | -12 | 92 | 96 | 0 | 13 | -3.5
Cc1cc(=O)oc2cc(OCC(=O)Nc3nnc(CC(C)C)s3)ccc12 | 0 | -71 | -21 | / | 3 | 95 | 88 | / | 29 | -1.8
CCCCN1CCc2[nH]c(=S)[nH]c(=O)c2C1 | 6 | -8 | 2 | 57 | 1 | 93 | 92 | -10 | 7 | -0.4
CC1=CC(C)C2C(=O)N(c3ccccc3)C(=O)C2C1 (centres undefined) | -1 | -16 | -15 | -21 | -10 | 97 | 88 | -1 | 8 | -2.7
CCOC(=O)c1nnn(-c2nonc2N)c1CN(C)C1CCCCC1 | 1 | -11 | 1 | / | -3 | 100 | 97 | 0 | 3 | -2.6
CCc1sc(-c2c(C#N)c(N)nc3c2CCCCCC3)cc1[N+](=O)[O-] | 7 | -34 | -1 | -44 | -16 | 80 | 65 | / | 0 | -1.8
C(=N\N1CCN(Cc2ccccc2)CC1)/c1cccs1 | 2 | -39 | 9 | 31 | 7 | 101 | 98 | 0 | 5 | 0.1
COc1ccc(CCNC(=O)c2ccc(NS(=O)(=O)c3c(C)noc3C)cc2)cc1OC | -1 | -32 | 1 | 8 | -1 | 100 | 99 | -3 | 0 | -2.5
O=C(NCC(=O)N(Cc1ccccc1)C(C(=O)NC1CCCC1)c1ccco1)c1ccco1 (centres undefined) | 5 | -30 | 0 | -30 | -3 | 88 | 91 | 3 | 10 | -4.3
COCc1cc(C)n(CC(=O)NC(C)c2ccccc2)c(=O)c1C#N (centres undefined) | 3 | -13 | -19 | 38 | -5 | 89 | 90 | 1 | 2 | -1.5
CCN(Cc1ccccc1)S(=O)(=O)c1ccc(C(=O)Nc2nnc(-c3ccccc3OC)o2)cc1 | 2 | -30 | 0 | / | 12 | 18 | 24 | 1 | 9 | -2.8
CCN(CC)S(=O)(=O)c1ccc(NS(=O)(=O)c2ccc(C)c(C)c2)cc1 | 2 | -14 | -5 | / | 21 | 107 | 98 | 1 | 3 | -0.8
COc1ccc(/C=C/C(=O)NC(=S)Nc2cc3oc4ccccc4c3cc2OC)cc1 | 0 | -21 | 0 | / | 4 | 31 | 47 | 0 | 5 | -4.6
Cn1c(N)c(C(=O)CSc2ccc3c(c2)OCCO3)c(=O)n(C)c1=O | 4 | -40 | -16 | 6 | 3 | 85 | 90 | / | 5 | -1.2
COc1ccccc1NC(=O)CN1CCN(CC(=O)Nc2ccc(OCc3ccccc3)cc2)CC1 | 1 | -29 | -14 | / | -6 | 66 | 60 | / | 15 | 0.5
O/N=C(/CN(O)/C=C1/C=CC=N1)c1cccs1 | -1 | -59 | 0 | 4 | 10 | 108 | 100 | 5 | 14 | 0.2
Cc1cc(-c2ccc(N3C(=O)CCC3=O)c(C)c2)ccc1N1C(=O)CCC1=O | 0 | 9 | -10 | / | -13 | 97 | 94 | 0 | 26 | 0.8
CCOC(=O)C1CCN(C(=O)Cn2cc3c(n2)CCC(C)C3)CC1 (centres undefined) | 4 | -8 | -6 | -19 | 19 | 85 | 99 | 0 | 15 | -0.5
Cc1cc(S(=O)(=O)NCCN2CCOCC2)c(C)s1 | -1 | 7 | 1 | -1 | -5 | 91 | 91 | 0 | 0 | 0.2
